Source: PubChem (several laboratories)
PolyA inh: blocks polyadenylation in yeast reporter cells | 0.02% of 300,000 active | calls only at 12 µM | S. cerevisiae SKY197-pL101 polyadenylation reporter, beta-gal luminescence; efflux-impaired pdr1/pdr3 knockout yeast; score 100 = 6 SD above DMSO;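 active = lowest replicate activity score at least 50, where 100 means six control SD above control mean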;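 also: yeast exposed to compound for 9 h at 30 °C; higher score means more reporter readthrough which indicates perturbed polyadenylation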
KCNQ1 inh: inhibitors of human KCNQ1 potassium channel. AID 2642. B-score at 10 µM. 1.3% of 310,000 active. CHO-K1 KCNQ1, FluxOR thallium flux fluorescence; hits give high values. P51787;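 active = compounds whose thallium flux B-score, printed positive for inhibition, exceeds three library SD while starting fluorescence stays within three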;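 also: channel opened by potassium depolarization with thallium stimulus after 20 min compound exposure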
hERG rescue: hERG (human) protection from proarrhythmic block; Q12809; CHO-hERG, FluxOR thallium flux, dofetilide IC70 present; activation (rescue from dofetilide block), less the hit threshold, % at 10 µM; 0.51% of 310,000 active; AID 1511;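 active = activation above the mean of controls blocked by dofetilide plus 5 SD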;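 also: thallium influx through hERG after potassium depolarization seen as dye fluorescence rise; in these data hits start at about 4.7%; inactives centre near -7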
Target sequence (Q12809 whole entry, looked up): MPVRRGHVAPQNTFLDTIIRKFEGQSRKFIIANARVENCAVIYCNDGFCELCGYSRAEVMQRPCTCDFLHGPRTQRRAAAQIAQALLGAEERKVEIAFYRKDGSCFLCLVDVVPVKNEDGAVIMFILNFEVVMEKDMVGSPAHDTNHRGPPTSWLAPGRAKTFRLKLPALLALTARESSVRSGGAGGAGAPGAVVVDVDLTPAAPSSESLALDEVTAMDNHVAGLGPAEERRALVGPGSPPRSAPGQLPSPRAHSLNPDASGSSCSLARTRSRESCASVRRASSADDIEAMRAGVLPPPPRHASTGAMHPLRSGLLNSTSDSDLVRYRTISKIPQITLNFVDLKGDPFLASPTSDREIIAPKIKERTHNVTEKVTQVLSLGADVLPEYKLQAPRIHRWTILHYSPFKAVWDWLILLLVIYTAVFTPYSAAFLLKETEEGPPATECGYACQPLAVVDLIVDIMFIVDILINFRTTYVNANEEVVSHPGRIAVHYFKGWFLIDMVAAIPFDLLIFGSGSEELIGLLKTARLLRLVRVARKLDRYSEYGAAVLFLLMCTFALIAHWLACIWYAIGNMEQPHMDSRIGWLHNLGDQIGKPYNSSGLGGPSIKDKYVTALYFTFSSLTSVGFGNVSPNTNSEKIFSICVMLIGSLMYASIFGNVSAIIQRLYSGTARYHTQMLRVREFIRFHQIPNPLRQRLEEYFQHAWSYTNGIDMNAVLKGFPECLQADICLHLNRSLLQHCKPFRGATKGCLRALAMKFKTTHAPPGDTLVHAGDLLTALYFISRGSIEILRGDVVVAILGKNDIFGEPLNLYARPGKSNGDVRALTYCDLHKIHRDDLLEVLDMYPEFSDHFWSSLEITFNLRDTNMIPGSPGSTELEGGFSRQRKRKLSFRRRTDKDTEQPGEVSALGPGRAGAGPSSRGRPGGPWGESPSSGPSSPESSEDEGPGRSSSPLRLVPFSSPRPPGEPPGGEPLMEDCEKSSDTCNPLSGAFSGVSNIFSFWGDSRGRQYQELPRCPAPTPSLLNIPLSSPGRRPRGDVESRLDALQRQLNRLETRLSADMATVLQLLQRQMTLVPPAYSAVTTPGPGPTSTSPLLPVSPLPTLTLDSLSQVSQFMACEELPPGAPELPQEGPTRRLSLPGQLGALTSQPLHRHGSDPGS
TRPC4 agonist: TRPC4 (mouse) channel activation. Q9QUQ5. HEK293 TRPC4beta/mu-opioid, Fluo4 calcium fluorescence; hits give high values. B-score at 10 µM. 0.49% of 310,000 active. AID 2237;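 active = B-score above 5 SD of library B-scores, and initial fluorescence ratio not above library mean plus 5 SD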;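 also: positive B-score marks a calcium rise read as TRPC4 activation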
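Incubation: 45 min room-temperature Fluo4 loading, 110 s read / System: HEK293 cells stably co-expressing mouse TRPC4beta and mu-opioid receptor / Signal: Fluo4 fluorescence, kinetic / Control set: buffer (low) and maximal DAMGO (high) / Measure: integrated baseline-normalised fluorescence ratio, converted to per-well B score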
KCNK9 inh: inhibitors of human KCNK9 two-pore domain potassium channel | Q9NPC2 | 1.2% of 310,000 active | HEK293 KCNK9, FluxOR thallium flux fluorescence; hits give low values | B-score at 10 µM;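 active = ratio B-score over 3 SD below the library mean, with starting fluorescence within 5 SD of its mean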;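 also: negative B-score means less thallium flux so channel inhibition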
KCNQ1 pot: human KCNQ1 channel potentiation or activation. CHO-K1 KCNQ1, thallium flux FluxOR fluorescence; hits give high values. B-score at 10 µM. 0.35% of 310,000 active. AID 2648. P51787;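 active = fluorescence ratio B-score, a plate-corrected score, at least three library SD, with initial intensity B-score within 5 SD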
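Assay system: CHO-K1 cells stably expressing KCNQ1. Medium: assay buffer for compound exposure, DMSO matched across wells. Timing: 37 °C overnight plating, 90-min dark dye load, 20-min compound pretreatment. Signal: kinetic FluxOR fluorescence, 10 s baseline plus 110 s post-stimulus.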
TRPC4 block: inhibitors of mouse TRPC4 channel. Q9QUQ5. HEK293 TRPC4beta/mu-opioid, DAMGO-evoked Fluo4 calcium flux; hits give low values. B-score at 10 µM. 0.39% of 300,000 active. AID 2247;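 active = B-score over 3 SD under the library average, no early fluorescence shift, positive overall ratio signal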
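material = TRPC4beta/mu-opioid receptor HEK293 cell line | probe or stimulus = sequential submaximal and maximal DAMGO stimulation | compound dosing = one concentration per compound | measured by = Fluo4 Ca2+ flux fluorescence | evaluation = integrated fluorescence ratio relative to baseline, converted to per-well B score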
TRPC4 potent: TRPC4 (mouse) allosteric potentiation | Q9QUQ5 | HEK293 TRPC4beta/mu-opioid, DAMGO EC20, Fluo-4 Ca2+ flux; hits give high values | B-score at 10 µM | 0.42% of 310,000 active | AID 2227;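 active = B-score of calcium response area above 5 SD of library B-scores, with initial fluorescence ratio within 5 SD of library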;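 also: B-score of integrated fluorescence ratio over time as area under calcium response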
DYRK1A inh: Dyrk1A (rat) kinase inhibition. ADP-Glo luminescence, NFATc1 peptide. inhibition, % at 12.5 µM. 0.43% of 310,000 active. AID 504441; in the data active = inhibition above about 50%;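 also: plate controls were vehicle with enzyme for no effect and no enzyme for full effect; many of its hits are not listed in these tables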
Platelet DG rel: platelet dense granule release activity | human platelet-rich plasma, SFLLRN dense granule ATP release, luminescence | inhibition, %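 (compounds screened at 7.5 µM in platelet-rich plasma)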 | 0.22% of 300,000 active | AID 1663;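 active = mean replicate score, as percent of positive control, at or above 50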
KCNK3 block: human KCNK3 channel inhibition, primary screen. B-score at 10 µM. CHO-KCNK3 thallium flux, FluxOR fluorescence; hits give low values. 0.84% of 340,000 active;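 active = B-score under library mean minus 4 SD, starting fluorescence ratio at most library mean plus 5 SD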;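 also: more negative B-score means stronger inhibition of thallium flux through KCNK3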
Numbers without * were called inactive; i = inactive; / = no result given. The list is partial. The share of hits here may be higher or lower than overall.

SMILES	PolyA inh	KCNQ1 inh	hERG rescue	TRPC4 agonist	KCNK9 inh	KCNQ1 pot	TRPC4 block	TRPC4 potent	DYRK1A inh	Platelet DG rel	KCNK3 block
CC(=O)C1=C(O)C(=O)N(c2ccc(F)cc2)C1c1ccc(C)cc1 (configuration not stated)	i	i	-4.3	i	i	i	i	i	-2.7	0.3	i
S=C(Nc1ccc(Br)cc1)N1CCN(c2ccccn2)CC1	i	i	-7.8	i	i	i	i	i	1.8	-2.8	i
CN(CCCC(=O)Nc1ccncc1)S(=O)(=O)c1ccc(Cl)cc1	i	i	-10.9	i	i	i	i	i	6.5	7.6	i
COCCOC(=O)C1=C(C)NC(=O)NC1c1cc2c(cc1Br)OCO2 (configuration not stated)	i	i	-2.5	i	i	i	i	i	3.6	0.7	i
c1ccc(CCN(Cc2ccccc2)Cc2nc(C3CC3)no2)cc1	i	i	-3.3	i	-9.56*	i	i	i	0.2	-4.5	i
CCOc1ccc(C)cc1S(=O)(=O)NC1CCCCC1	i	i	-10.3	i	i	i	i	i	-7.8	-2.7	i
O=C1N(Cc2cccnc2)C[C@@H]2C[C@@H](c3cccc(OCc4ccccc4)c3)N3CCC[C@@]123	i	i	-8.4	i	i	i	i	i	0.6	-0.3	i
O=C(NC(=S)Nc1ccc2[nH]c(=O)[nH]c2c1)c1cncc(Br)c1	i	i	-8.6	i	i	i	i	i	3.2	-3.3	i
COC(=O)c1ccc(C(=O)OC)c(NC(=O)CCS(=O)(=O)Cc2ccccc2)c1	i	i	-0.1	i	i	i	i	i	-4.8	2.3	i
COc1cccc(-n2c(SCC(=O)NCC3CCCO3)nc3c(c2=O)SCC3)c1 (configuration not stated)	i	i	-8.5	i	i	i	i	i	-4.5	2.5	i
O=S(=O)(c1cc(F)ccc1F)N1CCN2CCCC2C1 (configuration not stated)	i	i	-7.7	i	i	i	i	i	6.7	-1.4	i
CCn1c(=N)c(S(=O)(=O)c2ccc(C)cc2)cc2c(=O)n3ccccc3nc21	i	i	-2.4	i	i	i	i	i	/	24.6	/
CCCNc1nc(N2CCOCC2)nc(N2CCOCC2)n1	i	i	-7.7	i	i	i	i	i	-0.2	-4.8	i
COc1ccc(C2=NOC3(CC(=O)N(c4ccc(Cl)cc4)C3=O)C2)c(OC)c1 (configuration not stated)	i	i	-2.7	i	i	i	i	i	0.5	0.0	i
COc1ccc(CC(=O)NC(C)c2nnc(SCC(=O)Nc3ccccc3)n2C)cc1 (configuration not stated)	i	i	-13.1	i	i	i	i	i	-17.5	10.8	i
CCOC(=O)CCNC(=O)CCNC(=O)C(c1ccccc1)c1ccccc1	i	i	-5.0	i	i	i	i	i	4.4	-5.2	i
COc1ccc(C(=O)NCC(=O)N/N=C(\C)Cc2ccccc2)cc1	i	i	1.6	i	i	i	i	i	-2.3	11.5	i
O=C(CSc1nc2c(cnn2-c2ccc(F)cc2)c(=O)[nH]1)N1CCCCC1	i	i	-5.8	i	i	i	i	i	9.2	-10.5	i
Cc1ccc(C(=O)Nc2ccccc2C(=O)NCc2ccccc2)cc1	i	i	-8.8	i	i	i	i	i	-1.4	9.5	i
COc1ccc(CN2CNc3c(c(=O)n(C)c(=O)n3C)C2)cc1	i	i	-3.1	i	i	i	i	i	-8.2	3.5	i
CN(C(=O)COC(=O)CCc1nc2ccccc2c(=O)[nH]1)C1CCS(=O)(=O)C1 (configuration not stated)	i	i	-7.6	i	i	i	i	i	-4.7	-0.6	i
CC(=O)c1cccc(S(=O)(=O)N2CCCC(c3nc4c(nnn4Cc4ccc(C)cc4)c(=O)[nH]3)C2)c1 (configuration not stated)	i	i	-3.1	i	i	i	i	i	-4.6	0.7	i
CCc1ccc2oc(-c3ccc(NC(C)=O)cc3)nc2c1	i	i	-6.3	i	i	i	i	i	-5.2	4.2	i
O=C(NCc1cccnc1)c1cccs1	i	i	-6.8	i	i	i	i	i	-3.9	-13.4	i
COc1ccc(Nc2ccc(N3C(=O)CC(C)C3=O)cc2[N+](=O)[O-])cc1OC (configuration not stated)	i	i	-12.7	i	i	i	i	i	0.2	-3.4	i
COc1ccc(CC(=O)O/N=C(\N)c2ccccc2)cc1OC	i	i	-6.4	i	i	i	i	i	0.0	3.3	i
O=C(NCc1ccco1)Nc1cccs1	/	i	-3.1	i	i	i	i	i	3.2	-0.5	i
COC(=O)c1ccc(CSc2nnc3nc(C)cc(C)n23)cc1	i	i	-11.2	i	i	i	i	i	/	0.7	i
COc1cc2oc(=O)cc(C)c2c(OC)c1OC	i	i	-8.2	i	i	i	i	i	12.0	-2.7	i
CC(C)Oc1ccc(C(=O)Nc2ccc(N3CCN(C(=O)c4ccco4)CC3)cc2)cc1	i	i	-5.1	i	i	i	i	i	6.7	/	i
Cc1cccc(N2CCN(C(=O)c3ccc(Cl)c(NC4=NC5CS(=O)(=O)CC5S4)c3)CC2C)c1 (configuration not stated)	i	i	-13.8	i	i	i	i	i	-3.4	-1.8	i
CSCC[C@H](NC(=O)N1CCn2c1nc1ccccc12)C(=O)N[C@H](Cc1ccccc1)C(=O)O	i	i	-11.0	i	i	i	i	i	-1.3	-3.9	i
Cc1ccc(-c2nn(-c3ccccc3)cc2/C=C(\C#N)c2cccc(C#N)c2)o1	i	i	-5.2	i	i	i	i	i	9.1	1.3	i
COc1ccc(-c2[nH]ncc2CN(CC2CCC(=O)N2)C(C)C)cc1F (configuration not stated)	i	i	-9.5	i	i	i	i	i	5.1	-2.8	i
COc1cc(NC(=O)c2cncc(-c3ccc(C#N)cc3)c2)cc(C(=O)Nc2cccc(C(F)(F)F)c2)c1	i	i	-1.7	i	i	i	i	i	1.0	5.9	i
C#CC(C)(CC)NC(=O)c1cc2nc(C3CC3)cc(C(F)(F)F)n2n1 (configuration not stated)	i	i	-10.6	i	i	i	i	i	0.0	-3.2	i
CCOCCCNC(=O)CSc1ccccc1	i	i	-13.9	i	i	i	i	i	5.2	1.0	i
Cc1ccccc1/C=C/C(=O)NCC(=O)N1CCC(N(C)C2CCCCC2C)CC1 (configuration not stated)	i	i	-9.2	i	i	i	i	i	-3.0	-1.6	i
COC(=O)CNC(=O)C1CC(=O)N(CCc2ccc(F)cc2)C1 (configuration not stated)	i	i	-10.5	i	i	i	i	i	-2.6	6.2	i
O=CN(c1ccccc1)c1ccc2ccccc2c1	i	i	-5.1	i	i	i	i	i	2.7	9.8	i
CCOc1ccccc1CN1CCNC(=O)C1CC(=O)N(C)CCC1CCOCC1 (configuration not stated)	i	i	-5.6	i	i	i	i	i	-5.5	-8.8	i
COc1ccc(C(=O)N2CCCC(C(=O)N3CCCCCC3)C2)cc1 (configuration not stated)	i	i	-14.8	i	i	i	i	i	-2.7	-9.2	i
CN(C)C(=O)COc1ccc(Oc2ccccc2)cc1	i	i	-7.9	i	i	i	i	i	/	-3.5	i
Cc1ccc(S(=O)(=O)NCCC(=O)OCC(=O)N(C)c2ccccc2)cc1	i	i	-13.2	i	i	i	i	i	4.8	5.6	i
COc1ccc(S(=O)(=O)N(Cc2ccccc2)c2ccccc2C(=O)O)cc1	i	i	-4.4	i	i	i	i	i	18.9	-5.9	i
Cc1cc(NC(=O)COC(=O)c2cccc(S(=O)(=O)N3CCOCC3)c2)no1	i	i	-2.8	i	i	i	i	i	-3.3	-6.8	i
CCc1ccccc1NC(=O)c1nnn(CC(=O)Nc2cccc(C)c2C)c1N	i	i	-7.5	i	i	i	i	i	10.4	-5.5	i
CCCNC(=S)Nc1c(C)n(C)n(-c2ccccc2)c1=O	i	i	-12.0	i	i	i	i	i	-4.9	-4.2	i
CCOc1ccc(NC(=O)CN(C)C(=O)c2ccc(C)c(S(=O)(=O)N3CCCCC3)c2)cc1OCC	i	i	-8.2	i	i	i	i	i	-6.6	-0.5	i
CCN1CCN(C(=O)C2CCN(S(=O)(=O)N3CCC4(CC3)OCCO4)CC2)CC1	i	i	-4.9	i	i	i	i	i	-8.1	-3.6	i
CN(CC(=O)Nc1ccc(C#N)cc1)Cc1ccc(Cl)cc1	i	i	-7.4	i	i	i	i	i	2.1	-3.6	i
CCCC(=O)c1c[nH]c(C(=O)NCCCN2CCOCC2)c1	i	i	-4.3	i	i	i	i	i	-7.7	-9.6	i
Cc1ccc2cccc(S(=O)(=O)Nc3ccc4c(c3)OCO4)c2n1	i	i	-10.4	i	i	i	i	i	-8.2	15.2	i
CC1(C)CC(=O)C2=C(C1)OC(=O)C2(NC(=O)c1cccs1)C(F)(F)F (configuration not stated)	i	i	-1.9	i	i	i	i	i	-1.7	-0.7	i
COc1ccc(-c2cc(C(=O)N3CCCC(C(F)(F)F)C3)c3ccccc3n2)cc1OC (configuration not stated)	i	i	-6.8	i	i	i	i	i	-4.3	9.1	i
CC(=O)Nc1ccc(/C(C)=N/NC(=O)c2ccncc2)cc1	i	i	-12.8	i	i	i	i	i	4.7	3.6	i
Cc1ccc(N2C(=S)N=C(Nc3ccccc3C)C23CCOC(C)(C)C3)cc1 (configuration not stated)	i	i	-11.4	i	i	i	i	i	1.5	3.3	i
CSc1nnc2n(Cc3ccccc3)c(=O)c3c4c(sc3n12)COC(C(C)C)C4 (configuration not stated)	i	i	-1.3	i	i	i	i	i	/	-11.0	/
COc1ccc(N2CCN(C(=O)/C(C#N)=C/c3ccccc3)CC2)cc1	i	i	-22.7	i	i	i	i	i	-1.5	2.8	i
COc1ccc(NC(=O)CN(C)C(=O)c2ccc(N3CCCC3)c([N+](=O)[O-])c2)cc1	i	i	-4.4	i	i	i	i	i	7.8	-3.5	i

Later entries
SMILES	PolyA inh	KCNQ1 inh	hERG rescue	TRPC4 agonist	KCNK9 inh	KCNQ1 pot	TRPC4 block	TRPC4 potent	DYRK1A inh	Platelet DG rel	KCNK3 block
COc1ccc2nc(C)cc(SCC(=O)N/N=C/c3ccco3)c2c1	i	i	-4.8	i	i	i	i	i	6.2	-8.0	i
C=CCNC(=O)c1ccccc1CCc1ccccc1	i	i	-13.0	i	i	i	i	i	/	-4.8	i
COc1ccc2nc(N3C(=O)/C(=C/c4ccccc4)NC3=S)sc2c1	i	i	62.8*	i	i	62*	i	i	3.2	-1.5	i
CCCCc1ccc(NC(=O)N[C@H](C(=O)O)C(C)C)cc1	i	i	-5.0	i	i	i	i	i	-1.5	-3.1	i
